# Screening results deposited in PubChem BioAssay by several laboratories.
# VIM-2 inh = blocks Pseudomonas aeruginosa VIM-2 metallo-beta-lactamase; AID 1527; purified VIM-2, nitrocefin hydrolysis, epi-absorbance fluorescence; inhibition, % at 5.6 µM; 290,000 compounds, 0.89% hits;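 active = inhibition above the mean of all tested compounds plus 3 SD, cutoff set per screening run, cut at about 7.5% in these data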;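 note: red hydrolysis product quenches plate fluorescence so inhibitors raise well fluorescence; 0% = enzyme with DMSO and 100% = DMSO without enzyme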
# GalR3 antagonist = antagonists of human GalR3. HEK293 GalR3-CNG cAMP membrane potential fluorescence; galR3 body fused to GalR1 C-terminus. inhibition, % at 3 µM. 360,000 compounds, 0.44% hits;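 active = inhibition above the screen-wide average plus 3 SD, cut at about 13% in these data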;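 note: forskolin and galanin both at EC90 stimulate the cells; cAMP rise reported by CNG channel membrane potential dye signal; 0% = forskolin plus galanin with DMSO and 100% = forskolin alone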
# Target sequence (O60755 1-299 limits assumed): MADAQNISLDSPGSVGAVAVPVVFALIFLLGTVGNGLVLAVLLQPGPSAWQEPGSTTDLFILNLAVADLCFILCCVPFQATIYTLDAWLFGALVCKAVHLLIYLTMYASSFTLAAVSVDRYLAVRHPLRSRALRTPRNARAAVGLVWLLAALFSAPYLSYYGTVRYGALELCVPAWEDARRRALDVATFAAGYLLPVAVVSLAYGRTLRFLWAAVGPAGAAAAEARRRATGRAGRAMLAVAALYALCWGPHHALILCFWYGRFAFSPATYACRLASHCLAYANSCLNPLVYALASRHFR
# IMP-1 inhibitor = inhibitors of Pseudomonas aeruginosa IMP-1 metallo-beta-lactamase; purified IMP-1, nitrocefin hydrolysis, epi-absorbance fluorescence; inhibition, % at 5.6 µM; 290,000 compounds, 0.45% hits;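 active = inhibition above the mean plus 3 SD of all compounds in the same screening run, cut at about 4.5% in these data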;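 note: 0% = IMP-1 with DMSO and 100% = DMSO wells lacking enzyme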
#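 Assay system: purified recombinant IMP-1 beta-lactamase. Input: IMP-1 0.2 nM before substrate addition. Buffer or medium: Zinc- and detergent-supplemented HEPES buffer, pH 7.1. Schedule: 25 °C, 15 min preincubation, 25 min reaction. Signal: Epi-absorbance fluorescence, 480 nm excitation, 530 nm emission. Evaluation: percent inhibition from optical density relative to buffer-blank wells.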
# IDE cell activ = boosts human insulin-degrading enzyme activity in HEK cells | P14735 | FAbeta-B cleavage, fluorescence polarization; 0% vehicle, 100% cell-free pure enzyme wells | activation, % at 5.96 µM | 340,000 compounds, 0.073% hits;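 active = activation above the mean of all tested compounds plus 3 SD, set per screening campaign, cut at about 17% in these data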
# CRFR2-BP antag = blocks CRF-induced signaling of the CRF-BP/CRF-R2 complex; AID 588475; inhibition, % at 11.8 µM; HEK293 CRF-R2/CRF-BP, CRF-induced calcium fluorescence; 350,000 compounds, 0.59% hits;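 active = inhibition of the ligand-induced calcium signal above about 50% at the single tested concentration, limit read from the data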
# NS3 helicase inh = inhibitors of Hepatitis C virus NS3 helicase; NS3 helicase DNA unwinding, Cy5 molecular beacon fluorescence; inhibition, % at 10.9 µM; 290,000 compounds, 0.56% hits; AID 1800;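 active = inhibition above the mean of all tested compounds plus 3 SD, set per campaign, cut at about 35% in these data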;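 note: 0% = DMSO wells and 100% = thioflavine S control wells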
#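 System: HCV NS3 helicase fragment; control set: DMSO and thioflavine S; technique: Cy5 fluorescence at 0 and 60 min, beacon hairpin quenching; reagent: beacon DNA duplex substrate plus ATP; replicates: singlicate; schedule: 1 h reaction at 25 °C, ATP-initiated; medium: MOPS buffer pH 6.5 with MgCl2, DTT, Tween20, BSA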
# pCIP destab = lowers stability of the mouse p/CIP coactivator protein; AID 1984; decrease of EGFP signal, % at 10 µM; F442A p/CIP-EGFP cells, EGFP fluorescence, 16 h; Q05BA5; 290,000 compounds, 0.01% hits;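 active = EGFP signal decrease of at least 30% at 10 µM or well 3 SD below plate mean, unless failing retest; inactive = the rest, including hits failing retest or dose response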; note: some compounds called inactive have numbers as strong as hits; many of its hits are not listed in these tables
# IDE inh = inhibits human insulin-degrading enzyme in HEK cells | 320,000 compounds, 0.41% hits | inhibition, % at 5.59 µM | P14735 | FAbetaB cleavage, fluorescence polarization;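 active = percent inhibition above the average of all tested compounds plus 3 SD, set per screening campaign, cut at about 16% in these data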;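 note: IDE supplied by intact live HEK cells; FP after avidin binding of uncleaved biotin substrate so inhibition keeps polarization high; 0% = DMSO wells and 100% = 60 µM reference IDE inhibitor Ii1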
# SUMO HTRF inh = SUMOylation inhibition; P63279; HTRF SUMOylation assay, SAE1/SAE2 + UBC9, in vitro; inhibition, % at 35 µM; 290,000 compounds, 0.36% hits; AID 2006; in the data active = inhibition above about 50%, passing the limit was not always enough; note: strong numbers were not always called active
# Target sequence (P63279 whole entry, looked up): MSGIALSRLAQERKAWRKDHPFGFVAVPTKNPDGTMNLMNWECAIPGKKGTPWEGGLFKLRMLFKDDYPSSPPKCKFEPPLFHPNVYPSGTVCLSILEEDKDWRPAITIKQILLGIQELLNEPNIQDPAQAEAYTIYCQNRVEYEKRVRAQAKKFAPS
# Starred values were filed as active, the others as inactive; x = no result given; & = joins results of further samples. A portion of the library (hit frequency here may not be typical).
SMILES,VIM-2 inh,GalR3 antagonist,IMP-1 inhibitor,IDE cell activ,CRFR2-BP antag,NS3 helicase inh,pCIP destab,IDE inh,SUMO HTRF inh
COc1ccc(CCNCc2sccc2C)cc1OC,1.6,-6.7,0.5,-0.7,-5.2,-3.0,-10.5,-3.6,15.3
Cc1[nH]c2ccccc2c1CCN,-0.2,3.5,-6.1,2.6,-5.2,-7.2,x,-2.0,x
CN1C(=O)N(C)C(=O)C2(Cc3ccccc3N3CCCC32)C1=O (configuration not stated),-0.5,0.9,-2.2,x,16.7,2.3,-6.9,-1.1,20.1
C=C1[C@@H](C)[C@H]2[C@H](Cc3ccccc3)NC(=O)[C@]23OC(=O)/C=C/[C@H](O)CCC[C@@H](C)C/C=C/[C@H]3[C@@H]1O,-0.6,0.4,-1.6,-4.2,0.0,-2.9,-6.3,1.6,12.3
CCC(=NCCN1CCOCC1)c1c(O)n(-c2ccccc2C)c(=O)[nH]c1=O,1.0,-3.2,-0.6,2.3,-3.4,20.8,-7.2,0.1,24.6
COc1cc(Br)cc(CN2CCN(C)CC2)c1O,1.4,x,0.0,3.4,3.7,-1.8,-6.5,-3.0,17.5
C/C(=N\NP(=S)(c1ccccc1)c1ccccc1)c1ccc(O)cc1O,-2.5,-3.7,-3.8,4.4,2.5,-3.2,-12.1,2.0,5.2
O=C(O)COc1ccc(Cl)cc1Cl,x,-5.2,x,-2.6,10.3,x,x,-2.9,x
O=[N+]([O-])c1ccc(N2CCNCC2)cc1N1CCCCCC1,-2.6,-11.1,-2.2,1.1,-40.8,-8.3,3.0,7.1,9.4
CCCCN1C(=O)/C(=C/C=C/c2ccco2)C(=O)NC1=S,-4.2,-1.6,0.3,-0.5,-4.3,61.9*,-5.3,x,12.1

# The last 3 entries of the section above are carried over, then new ones follow:
SMILES,VIM-2 inh,GalR3 antagonist,IMP-1 inhibitor,IDE cell activ,CRFR2-BP antag,NS3 helicase inh,pCIP destab,IDE inh,SUMO HTRF inh
O=C(O)COc1ccc(Cl)cc1Cl,x,-5.2,x,-2.6,10.3,x,x,-2.9,x
O=[N+]([O-])c1ccc(N2CCNCC2)cc1N1CCCCCC1,-2.6,-11.1,-2.2,1.1,-40.8,-8.3,3.0,7.1,9.4
CCCCN1C(=O)/C(=C/C=C/c2ccco2)C(=O)NC1=S,-4.2,-1.6,0.3,-0.5,-4.3,61.9*,-5.3,x,12.1
C=CCn1c(O)c(C(C)=NCCc2ccccc2)c(=O)[nH]c1=O,-3.2,-5.8,-0.9,-0.7,10.9,6.3,-13.4,-3.0,15.0
CCCC[n+]1cc(/N=C(\[O-])OC)on1,-1.0,-2.6,-2.8,3.8,-9.6,3.1,-3.0,-0.1,14.0
CN1CCC(OC(=O)c2cccc(F)c2)CC1,-2.2,-8.6,-1.2,1.7,-9.9,2.0,-2.7,2.4,1.8
CC1CCCN(CC(=O)c2ccc(Cl)c(Cl)c2)C1 (configuration not stated),-0.3,-7.1,-1.4,-7.2,8.1,-3.0,-10.4,6.0,10.1
CCN(c1ccc(C(O)(C(=O)OC)C(F)(F)F)cc1)S(=O)(=O)c1ccc(C)cc1 (configuration not stated),-1.8,-4.4,-2.4,7.9,14.1,-13.1,-7.6,3.7,12.9
COC(=O)C1=C(c2cc3ccccc3o2)C[C@@H]2CC[C@H]1N2C(=O)NCc1cccc2ccccc12,x,-5.5,x,3.8,-1.2,x,x,5.4,x
CCCCCCn1c(N)c(C(=O)NCCN2CCOCC2)c2nc3ccccc3nc21,-3.9,-3.6,-5.3,5.9,-6.3,-12.3,-10.1,6.1,-12.6
c1ccc(CCCN2CCN(CCOC(c3ccccc3)c3ccccc3)CC2)cc1,x,-6.3,x,0.2,18.1,x,x,-1.8,x
CCN(C(=O)CN1CC=C(c2ccccc2)CC1)c1c(N)n(Cc2ccccc2)c(=O)[nH]c1=O,-4.4,4.8,-1.1,1.4,-7.4,2.6,-4.4,-1.3,9.4
C=CCn1c(O)c(/C=C/C=Nc2ccccc2)c(=O)[nH]c1=O,-1.0,5.3,-4.2,-1.4,-36.6,2.4,-19.7,17.6*,22.0
CC(C)n1cc(C(=O)N(CC(=O)NC(C)(C)C)Cc2ccccc2)cn1,-4.2,-3.0,-0.7,6.9,-1.8,-6.4,14.5,4.6,-7.4
c1coc(CNCCc2c[nH]c3ccccc23)c1,-1.0,-5.8,0.9,4.3,0.3,-6.6,1.2,2.2,-4.4
CC(=O)OC[C@]12CCC(C)=C[C@H]1O[C@@H]1[C@H](O)[C@@H](OC(C)=O)[C@@]2(C)[C@]12CO2,x,-0.2,x,3.8,4.4,x,-2.2,3.3,16.5
CC(=O)OC1(c2ccccc2)CCN(C)C2CCCCC21 (configuration not stated),-2.7,-6.2,-2.6,2.5,9.6,-0.5,-6.9,-5.9,6.7
Cc1cccc(-n2c(-c3cccs3)nc3ccccc3c2=O)c1,-2.3,-8.2,-4.2,1.3,-12.6,-2.3,-12.9,-1.5,6.2
Cc1cccc(N2CCc3c2nc2ccccc2c3N)c1,2.5&-1.5,-2.0&6.0,-1.8&-2.6,-1.4&2.9,-12.5&-5.7,-10.8&4.6,6.3&12.5,8.3&0.7,6.6&9.4
O=C(Cc1ccc([N+](=O)[O-])cc1)N1CCN(Cc2ccc3c(c2)OCO3)CC1,-2.4,-1.3,-1.9,x,27.9,4.8,-2.1,3.8,20.0
CCc1ccc(N2C(=O)NC(=O)C(CCc3ccncc3)(CCc3ccncc3)C2=O)cc1,-4.2,2.1,-6.5,4.8,-0.2,0.3,-17.7,2.6,12.8
CCC1C(c2ccccc2)NC(c2ccccc2)CC1(O)c1ccc(F)cc1 (configuration not stated),-2.1,-4.7,-3.3,6.1,-42.5,-44.0,-6.4,4.6,2.2
COc1ccc(SCC2CN(C)CCC2c2ccc(F)cc2)cc1 (configuration not stated),x,1.0,x,-2.3,-14.1,x,x,4.6,x
CCC(=NCC1CCCO1)c1c(O)n(-c2ccccc2)c(=O)[nH]c1=O (configuration not stated),-3.4,-2.2,-3.4,3.6,-16.7,-2.5,-9.0,-6.7,3.6
CN(C)c1ccc(C=C2C(=O)NC(=S)NC2=O)cc1[N+](=O)[O-],-2.6,-5.0,-2.4,-1.9,-8.0,18.3,-1.1,-7.0,-2.5
CCC(=O)OC(Cc1ccccc1)(c1ccccc1)[C@H](C)CN(C)C (some centres not stated),x,-2.6,x,3.3,-5.1,x,x,5.0,x
Cc1cc(-c2ccccc2)cc(-c2ccccc2)[n+]1CCc1ccccc1,x,-5.0,x,1.2,-8.2,x,x,3.4,x
Cc1ccccc1CN1CCCN(Cc2ccc(Cl)cc2)S1(=O)=O,-0.5,-7.8,-1.1,1.2,16.6,-10.8,-9.1,-0.3,-7.8
COC(=O)C1=C(c2ccc(OC)c(OC)c2)C[C@@H]2CC[C@H]1N2C(=O)NCc1ccc(F)cc1,x,-1.6,x,1.4,1.0,x,x,-2.1,x
O=C1NC(=O)C(CCc2ccncc2)(c2ccccc2)C(=O)N1,-5.1,-5.2,6.1*,1.9,7.8,4.2,-0.8,-5.0,20.9
CC(C)CC(=O)Nc1ccc(S(=O)(=O)N2CC3CC(C2)c2cccc(=O)n2C3)cc1 (configuration not stated),x,-4.4,x,-3.8,22.3,x,x,-3.4,x
Cc1cc(C)c(C2=NOC(O)(C(F)(F)F)C2)c(=O)[nH]1 (configuration not stated),4.8,1.2,-2.3,0.4,-19.4,9.7,-9.9,-1.3,-11.0
COc1ccc(C(CC(=O)N2CCC3(CC2)OCCO3)NS(=O)(=O)c2ccc(OC)cc2)cc1 (configuration not stated),-0.9,-2.6,-2.4,0.8,15.1,-8.9,-2.3,4.8,5.3

# Two successive records from above:
SMILES,VIM-2 inh,GalR3 antagonist,IMP-1 inhibitor,IDE cell activ,CRFR2-BP antag,NS3 helicase inh,pCIP destab,IDE inh,SUMO HTRF inh
Cc1cc(-c2ccccc2)cc(-c2ccccc2)[n+]1CCc1ccccc1,x,-5.0,x,1.2,-8.2,x,x,3.4,x
Cc1ccccc1CN1CCCN(Cc2ccc(Cl)cc2)S1(=O)=O,-0.5,-7.8,-1.1,1.2,16.6,-10.8,-9.1,-0.3,-7.8

# (further entries)
SMILES,VIM-2 inh,GalR3 antagonist,IMP-1 inhibitor,IDE cell activ,CRFR2-BP antag,NS3 helicase inh,pCIP destab,IDE inh,SUMO HTRF inh
FC(F)(F)c1ccc2c(c1)ncn2C1CCN(Cc2nnnn2C2CCCCC2)CC1,-2.3,-5.8,0.2,-7.8,0.4,20.5,4.4,-3.4,-0.1
CCCCCCn1c(=O)c(C(=O)Nc2cnccn2)c(O)c2ccccc21,-3.4,-4.8,-3.6,4.2,-37.0,8.3,-11.2,2.1,-16.8
O=c1[nH]c(=O)n(CCc2ccccc2)c(O)c1C=NCc1ccc2c(c1)OCO2,-4.0,-3.6,-0.6,4.7,-46.5,-4.7,7.6,-0.9,2.1
CCN1CCN(Cc2cc(OC)c3c(c2)OCO3)CC1,-2.6,-6.4,-0.9,-0.8,-5.8,6.2,-14.0,0.2,3.5
O=C(c1cc(Br)ccc1Cl)N1CCC2(CC1)OCCO2,-1.8,-5.8,-4.8,1.1,-7.7,-1.6,-3.3,3.3,-15.6
CCc1ccc(CN2CCCC(C(=O)c3sccc3C)C2)o1 (configuration not stated),-3.3,-7.1,-3.2,-1.4,-6.9,-3.6,-26.0,-1.4,-2.2
CC[N+](CC)(CC)CCCCCCCCCC[N+](CC)(CC)CC,-1.0,-2.1,-2.9,-2.6,5.5,-2.6,-5.2,-1.4,12.7
O=C1NC(=O)N(Cc2ccc(F)cc2)C(=O)/C1=C\c1ccoc1,-1.6,-1.5,-0.4,-35.3,-30.6,24.2,-72.5,17.3*,15.7
O=P(O)(O)C#Cc1ccccc1,-0.9,x,0.9,x,x,-1.0,-13.5,x,22.3
CN(C)c1ccc2c(c1)N=C(c1ccco1)OP2(=S)N1CCOCC1 (configuration not stated),-1.1,-4.7,-3.0,-10.2,0.0,4.3,-5.7,0.9,27.7
O=[N+]([O-])NC1=NCN(Cc2ccco2)CN1Cc1ccco1,-4.0,-1.1,-3.0,1.6,-0.1,4.7,-14.2,7.0,20.5
CC(=O)O[C@@H]1CC[C@]2(C)C3CC[C@@]4(C)C(C[C@@H](O)[C@@H]4O)C3[C@@H](OC(C)=O)C[C@H]2C1 (some centres not stated),x,-6.8,x,-2.0,6.7,x,x,5.2,x
Cc1ccc(N=C(/N=C(\N)N[N+](=O)[O-])Nc2ccc(C)cc2)cc1,x,-1.7,x,4.0,-6.6,x,x,-0.6,x
C=CCn1c(O)c(C(C)=Nc2cccc(C(F)(F)F)c2)c(=O)[nH]c1=O,-0.8,-2.9,-1.2,6.0,-6.6,-4.8,0.4,-4.1,0.6
CC(=NCc1ccc(F)cc1)c1c(O)n(C)c(=O)n(C)c1=O,-2.2,-4.8,-2.0,5.8,3.3,-4.2,-3.2,-0.7,6.7
